# High-throughput results deposited in PubChem by Emory University Molecular Libraries Screening Center.
# 14-3-3 PPI: 14-3-3 gamma protein interaction modulation | FP, 14-3-3gamma / TMR-pS259-Raf peptide binding | AID 422 | P61981 | inhibition, % at 40 µM | 0.19% of 160,000 active; in the data active means inhibition above about 30%;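 further: 0% = protein plus tracer without compound and 100% = blank with tracer alone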
# Target sequence (P61981 whole entry, looked up): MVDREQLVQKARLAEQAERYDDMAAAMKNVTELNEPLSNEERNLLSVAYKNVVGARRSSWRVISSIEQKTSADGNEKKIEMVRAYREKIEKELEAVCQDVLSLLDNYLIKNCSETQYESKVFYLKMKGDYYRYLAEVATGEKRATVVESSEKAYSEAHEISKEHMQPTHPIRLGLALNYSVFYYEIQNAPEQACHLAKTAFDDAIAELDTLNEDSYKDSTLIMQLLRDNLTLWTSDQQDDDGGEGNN
# Starred values were filed as active, the others as inactive; & = joins results of further samples.
Structure | 14-3-3 PPI
O=C(CSc1nnc(-c2ccc(F)cc2)o1)Nc1nccs1 | -0.7
CCCc1cc(=O)n2[nH]c(NCc3ccccc3F)nc2n1 | -4.9
COC(=O)c1ccccc1NC(=O)Cn1c(=O)n(-c2ccc(OC)cc2OC)c(=O)c2ccccc21 | -30.4
CCOC(=O)c1nnn(-c2nc(N3CCCC3)nc(N3CCCC3)n2)c1-c1ccccc1 | -4.0
CCN1C(=O)N(CC)c2cccc3cccc1c23 | -9.8
CCOC(=O)CSc1nc2sc(C)c(C)c2c(=O)[nH]1 | -0.2&-2.9
O=C(OCC(=O)N1CCOCC1)c1ccc[nH]c1=O | -2.9
COc1ccc(Cl)cc1NC(=O)CCC(=O)Nc1ccc2nc(N3CCOCC3)cc(C)c2c1 | -0.8
O=C1C=C(C=Cc2cccs2)CC(c2cccs2)C1n1cnc([N+](=O)[O-])n1 (centres undefined) | -14.3
COC(=O)c1sc2cc([N+](=O)[O-])cc(SCc3ccccc3)c2c1NC(C)=O | -6.3
CCN(c1ccccc1)S(=O)(=O)c1ccc2[nH]cc(C(=O)NCCOC)c(=O)c2c1 | 0.1&-2.3
Cc1ccsc1C(=O)OCC(=O)NCC1CCCO1 (centres undefined) | 0.7
CC1=C(C(=O)OCCc2ccccc2)C(c2cccc(O)c2)C2=C(CC(c3cccs3)CC2=O)N1 (centres undefined) | -6.5
O=C1c2ccccc2C2NC(=O)C3(CCCCC3)N12 (centres undefined) | -2.5
CC(=O)OCCOCn1cnn2c(=O)c([N+](=O)[O-])c(C)nc12 | -1.7
COc1ccc(CCNC(=O)c2cc3c(=O)n4cccc(C)c4nc3s2)cc1OC | -11.6
COc1ccccc1NC(=O)c1c(NCc2sccc2C)sc2c1CCC2 | -109.2
C=C(C)COc1ccc2c3c(c(=O)oc2c1C)CCCC3 | -7.1
O=C(NCc1ccco1)c1ccccc1NS(=O)(=O)c1cccs1 | -9.8
Clc1cccc(Cl)c1Cn1cnc2c(N3CCCCCC3)ncnc21 | -7.8

# The listing continues:
Structure | 14-3-3 PPI
O=C(CCC1CCCC1)Nc1ccon1 | 7.7
CC(C)CCSc1nc2c(c(=O)[nH]c(=O)n2C)n1CCC(C)C | -4.2
O=C1CC(N2CCN(Cc3ccc4c(c3)OCO4)CC2)C(=O)N1CCc1ccccc1 (centres undefined) | -4.8&-4.5
CCOC(=O)c1cc2c(=O)n3ccccc3nc2n(CCN2CCOCC2)c1=N | -3.6
COc1ccc(C2C(C(=O)Nc3cccc(OC)c3)c3ccccc3C(=O)N2C)cc1 (centres undefined) | -4.3
NC(=O)CSc1nnc2n(-c3ccccc3)c(=O)c3c4c(sc3n12)CCCCC4 | 0.5
Cc1ccc(C2CC(C(F)(F)F)n3ncc(C(=O)N(C)C4CCCCC4)c3N2)cc1 (centres undefined) | -5.8
O=C1c2ccccc2C(=O)c2c1ccc(C(=O)N1CCN(C34CC5CC(CC(C5)C3)C4)CC1)c2[N+](=O)[O-] | -16.8
CCOc1ccc2nc(SCC(=O)Nc3nc4cc(OC)ccc4s3)[nH]c2c1 | -63.2
Cc1c(C(=O)Nc2ccc3c(c2)OCCO3)sc2ncn(CC(=O)N3CC(C)CC(C)C3)c(=O)c12 (centres undefined) | -28.8
Cc1cccc(N2C(=O)C3C(c4cc(Br)ccc4O)NC(CC(C)C)(C(=O)O)C3C2=O)c1 (centres undefined) | 1.8
CC1=C(C(=O)Nc2ccccc2F)C(c2ccccn2)C2=C(CC(c3ccccc3)CC2=O)N1 (centres undefined) | -0.8
Cc1ccc(CCN2C(=O)C3C(C(=O)Nc4ccc(Br)cc4)C4C=CC3(O4)C2C(=O)NC2CCCCC2)cc1 (centres undefined) | -13.3
CCN(CC)S(=O)(=O)N1CCCC(C(=O)NC2CCC(C)CC2)C1 (centres undefined) | 1.9
COc1ccccc1C1C(C(=O)OC(C)C)=C(C)NC2=C1C(=O)CC(c1cccs1)C2 (centres undefined) | -4.4
CCn1cc(C(=O)NCC2CCCO2)c(=O)c2cc(F)c(N3CCN(C)CC3)cc21 (centres undefined) | -2.5
CC(C)NC(=O)CCCc1cn(C)c2ccccc12 | -10.0&-5.3
CCCNC(=O)CCNC(=O)c1ccc(Br)o1 | 2.6
CC(=O)OC(C(=O)NCc1ccco1)c1ccncc1 (centres undefined) | 0.3
Cc1ccc(C)c(NC(=O)CSc2nnc([C@@H]3CCCN3C(=O)OC(C)(C)C)o2)c1 | 3.8

# Other records follow:
Structure | 14-3-3 PPI
CCN1CCN(C(=O)c2ccc3c(=O)n(CCC4=CCCCC4)c(=O)[nH]c3c2)CC1 | 2.1
CCOc1ccc(-n2c(SCc3ccccc3Cl)nc3c(c2=O)SCC3)cc1 | -2.8
O=C(Oc1ccc(N(Cc2ccco2)C2=NS(=O)(=O)c3ccccc32)cc1)c1ccco1 | 1.7
Cc1cccc(Nc2nc(N)nc(CN3CCN(c4ccccc4F)CC3)n2)c1 | -4.3
CCn1c(SCC(=O)NC(=O)Nc2ccc3c(c2)OCCO3)nnc1-c1cccs1 | -8.5
COc1ccc(C(=O)N2CCC(N3CCN(C)CC3)CC2)cc1 | 4.2
CC1=CC(C)C2(CO)COC(c3ccc4c(c3)OCO4)C1C2C (centres undefined) | -5.8
O=C(c1cc2nc(-c3ccccc3)cc(C(F)(F)F)n2n1)N1CCCc2ccccc21 | -1.1
CCOc1cc(C2=NS(=O)(=O)c3ccccc3N2)cc(OCC)c1OCC | -4.8
CC(=O)Nc1cc(C(=O)NC2CCCCC2)ccc1S(=O)(=O)c1ccc(C)cc1 | -12.2
CCc1cccc(CC)c1NC(=O)c1cc(S(=O)(=O)N2CCCCCC2)ccc1F | 7.6
CCCOc1ccc2oc(=O)c3c(c2c1)CCCN3C(=O)CN1CCN(c2ncccn2)CC1 | -11.1
Cc1ccc(SCc2nc(-c3cccnc3)no2)cc1 | 2.0
COc1cccc(CNC(=O)CCS(=O)(=O)c2ccc3c(c2)CCN3C(C)=O)c1 | -18.1
COc1ccc(CNC(=O)c2onc(C)c2Cl)cc1 | -4.1
COc1cc(NC(=O)CSc2nccc(C)n2)c(C(=O)O)cc1OC | 0.5
CCOC(=O)c1c(-c2ccc(OC)cc2)oc2ccc(OCC=C(C)C)cc12 | -5.4
CCOC(=O)C1C(=O)C=C(c2ccc(OC)c(OC)c2)CC1c1ccccc1C (centres undefined) | -0.4
O=C(Cc1ccc([N+](=O)[O-])cc1)N1CCc2ccccc2C1 | -13.8
Nc1nc(F)nc2c1ncn2[C@@H]1O[C@H](CO)[C@@H](O)[C@@H]1O | 0.2

# (further entries)
Structure | 14-3-3 PPI
CC1(C)CC(=O)C(Sc2nnc(-c3ccc(NS(C)(=O)=O)cc3)n2Cc2ccco2)C(=O)C1 | -5.4
CCOC(=O)C1=C(N)n2c(s/c(=C/c3ccco3)c2=O)=C(C(=O)OC)C1c1ccco1 (centres undefined) | -46.3
CCOC(=O)C1=NN(c2ccccc2)C2C(=O)N(c3ccccc3OC)C(=O)C12 (centres undefined) | 18.2
CC(=O)NCCCCCCNC(C)=O | -8.3
CCSCCOC(=O)C1=C(C)NC2=C(C(=O)CC(c3ccccc3)C2)C1c1ccccc1Cl (centres undefined) | 17.1
COC(=O)c1cccc(-n2nnnc2SCC(=O)Nc2cc(C)on2)c1 | 0.8
CCOC(=O)c1ccccc1NC(=O)COc1ccc(C(C)C)c(C)c1 | 6.1
COc1cccc2c1OC1(C)CC2NC(=O)N1c1cccc(C(=O)N2CCN(c3ccccn3)CC2)c1 (centres undefined) | 2.2
COCCOC(=O)C1=C(C)NC2=C(C(=O)CC(c3ccc(Cl)cc3)C2)C1c1ccc(N(C)C)cc1 (centres undefined) | 2.5
CC1=C(C(=O)Nc2cccc(F)c2)C(c2ccc(N(C)C)cc2)C2=C(CC(c3ccccc3)CC2=O)N1 (centres undefined) | -100.6
Cc1cc(C)nc(NC(=NCc2ccc3c(c2)OCO3)NC(=O)Nc2ccccc2)n1 | -4.7
COc1cccc(OC)c1C(=O)N1CC(C)OC(C)C1 (centres undefined) | 1.9
Cn1c(=O)c2c(ncn2CCC#N)n(C)c1=O | 2.9
CN(C)CCNS(=O)(=O)c1cc(Br)cc2c1N(C(=O)C1CC1)CC2 | -8.5
O=C(NCCC1=CCCCC1)c1ccc(N2CCc3ccccc32)c([N+](=O)[O-])c1 | 0.1
O=C(O)C1C(c2ccccc2)C(C(=O)Oc2ccc(O)cc2)C1c1ccccc1 (centres undefined) | 6.2
Cn1c(=O)c2cc(S(=O)(=O)N3CCc4ccccc43)ccc2n(C)c1=O | -42.4
COc1ccc(Br)cc1C1Nc2ccc(F)cc2C2C=CCC21 (centres undefined) | -111.8
CCOc1ccc(-c2cc3cc(OC)c(OC)cc3c(C)n2)cc1 | 6.2
CCC(Sc1ccccn1)C(=O)Nc1nnc(C)s1 (centres undefined) | 7.1

# Additional entries follow.
Structure | 14-3-3 PPI
CC(=O)Nc1cccc(-c2nnc(SCc3ccccc3C#N)n2C)c1 | -0.9
CCOc1ccc(NC(=O)N(C(C)C)C2CCN(C(C)=O)CC2)cc1 | 3.6
O=c1cc(Nc2ccc3c(c2)OCCO3)[nH]c(=O)n1C1CCCCC1 | -9.6
CN(C)c1ccc2cccc(O)c2n1 | -1.5
CCOc1ccc(-n2c(=S)sc3c(=O)[nH]c(SCc4cc(=O)n5cc(Cl)ccc5n4)nc32)cc1 | -6.2
COc1ccc([N+](=O)[O-])cc1NC(=O)C(=O)CC(=O)c1ccccc1OC | 19.1
COc1cc2nc3c4ccccc4n(CC#N)c3nc2cc1OC | -7.1
COc1ccc(Cc2nnc(NC(=O)Cc3cccs3)s2)cc1OC | -79.5
COC(=O)c1ccccc1NC(=O)CSc1nnc(CNS(=O)(=O)c2ccc(C)cc2)n1C | -0.2
CCN1CCN(C(=O)C2c3ccccc3C(=O)N(C)C2c2c[nH]c3ccccc23)CC1 (centres undefined) | -0.7
O=C(CCS(=O)(=O)c1cccs1)NCCCN1CCCCC1 | -2.6
COc1ccc(S(=O)(=O)Cc2ccc(C(=O)N3CCc4ccccc4C3)o2)cc1 | -0.1
O=S(=O)(c1ccc(Cl)cc1)N(Cc1ccco1)CC(O)Cn1c2ccccc2c2ccccc21 (centres undefined) | 8.1
CC(=O)c1c(C)oc2c1cc(NS(=O)(=O)c1cc([N+](=O)[O-])ccc1C)c1ccccc12 | -21.6
COc1ccc(C(=O)Nc2ccc(N3C(=O)c4ccc(Cl)cc4C3=O)c(C)c2)cc1OC | 1.1
O=C(Nc1ccc2c(c1)OCCO2)c1cncc(Br)c1 | -7.4
O=C(Nc1ccc(I)cc1)c1ccncc1 | 4.0
Cc1cccc(N2CCN(C(=O)CCn3c(=O)[nH]c4ccsc4c3=O)CC2)c1C | -6.5
CCCn1c(=O)c(C(=O)Nc2cc(C)ccc2C)c(O)c2ccccc21 | 1.1
Cc1cc(C)n(Cc2n[nH]c(=S)n2Cc2ccccc2)n1 | -3.1

# Ordered by molar mass (lowest first): some entries from above
Structure | 14-3-3 PPI
Cc1cc(C)n(Cc2n[nH]c(=S)n2Cc2ccccc2)n1 | -3.1
COc1cc2nc3c4ccccc4n(CC#N)c3nc2cc1OC | -7.1
CC(=O)Nc1cccc(-c2nnc(SCc3ccccc3C#N)n2C)c1 | -0.9
COc1ccc([N+](=O)[O-])cc1NC(=O)C(=O)CC(=O)c1ccccc1OC | 19.1
Cc1cccc(N2CCN(C(=O)CCn3c(=O)[nH]c4ccsc4c3=O)CC2)c1C | -6.5
O=S(=O)(c1ccc(Cl)cc1)N(Cc1ccco1)CC(O)Cn1c2ccccc2c2ccccc21 (centres undefined) | 8.1

# Next structures
Structure | 14-3-3 PPI
CCOc1ccc(C=Nc2ccc(Br)cc2)cc1 | -1.5
O=C(C1CCN(S(=O)(=O)N2CCC3(CC2)OCCO3)CC1)N1CCc2ccccc2C1 | 1.1
CCc1c(C)sc(NC(=O)c2cc3n(n2)C(C(F)(F)F)CC(c2ccc4c(c2)OCO4)N3)c1C#N (centres undefined) | -4.5
COc1ccc(C2C=C(c3ccccc3)SC3(S)CCCCC23)cc1 (centres undefined) | -3.5
CCOc1ccc(NC(=O)CSc2nc(Nc3ccc(F)cc3)c3ccccc3n2)cc1 | 5.6
COC(=O)c1cc(=O)nc2sccn12 | -6.3&2.5
CCOC(=O)c1[nH]c2ccc(OC)cc2c1NC(=O)N1CCOCC1 | 4.2
COc1cccc(C2=NOC(C(=O)NCc3ccco3)C2)c1 (centres undefined) | -0.9
CCC(=O)N1CCc2cc(S(=O)(=O)NCCCN3CCCC(C)C3)ccc21 (centres undefined) | -0.3
CCCSc1nc2c(cnn2-c2ccc(C)c(C)c2)c(=O)[nH]1 | -1.0
c1ccc(-n2nnnc2SCCCSc2nc3ccccc3s2)cc1 | -2.2
Cc1cc([N+](=O)[O-])ccc1N1C(=O)C=CC1=O | -2.2
CC1(C)Cc2c(C#N)c(SCCOc3ccccc3)nc(N3CCOCC3)c2CO1 | -3.3
COc1ccccc1C(=O)NCC(=O)Nc1ccccc1 | -2.5
CCOC(=O)N1CCN(CC(O)COc2ccccc2C(C)C)CC1 (centres undefined) | 2.0
CCCC12CN3CC(C)(CN(C1)C31C(=O)Nc3ccc(C)cc31)C2=O (centres undefined) | -2.5
COc1ccc(S(=O)(=O)N2CCCCCC2)cc1C(=O)O | -2.3
CN(c1ccc(C(=O)Nc2ccccc2C(=O)N2CCCC2)cc1)S(C)(=O)=O | -5.0
COc1cccc(C(=O)CC(=O)C(=O)Nc2cc(OC)ccc2OC)c1 | -16.7
O=C(Nc1ccc(NC(=O)c2cccs2)cc1)c1ccc([N+](=O)[O-])cc1 | 7.1
O=[N+]([O-])c1cccc(C=Nc2cc(Cl)ccc2O)c1O | -8.6

# Of the compounds above, these contain a COOH group:
Structure | 14-3-3 PPI
Cc1cccc(N2C(=O)C3C(c4cc(Br)ccc4O)NC(CC(C)C)(C(=O)O)C3C2=O)c1 (centres undefined) | 1.8
COc1cc(NC(=O)CSc2nccc(C)n2)c(C(=O)O)cc1OC | 0.5
O=C(O)C1C(c2ccccc2)C(C(=O)Oc2ccc(O)cc2)C1c1ccccc1 (centres undefined) | 6.2
COc1ccc(S(=O)(=O)N2CCCCCC2)cc1C(=O)O | -2.3

# An excerpt, so the mix of outcomes need not match the whole.
